Pemphigus Ab inh – blocks pemphigus antibody binding to human desmoglein-3; AID 588358; DSG3-coupled beads, scFv-anti-DSG3-GFP binding, flow cytometry; active compounds read low; 310,000 compounds, 0.48% hits; binding (percent of control), % at 10 µM; P32926;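 active means binding more than 3 SD below its plate's average and above zero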;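 further: hits lower antibody fragment binding to DSG3; some compounds called inactive have numbers as strong as hits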
CAL PDZ FP-1 – inhibitors of human CAL PDZ peptide binding | purified CAL PDZ, TMR-peptide fluorescence polarization, 1 h | inhibition, % at 24.9 µM | 300,000 compounds, 0.92% hits | AID 602252;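 active means mean inhibition of at least 30% with at least half of replicates also reaching 30%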;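 further: 0% = DMSO neutral control and 100% = excess unlabeled competitor peptide PRC23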
V-ATPase pHluor – yeast V-ATPase proton transport regulation by pHLuorin | S. cerevisiae, pHLuorin cytosolic pH fluorescence | 350,000 compounds, 0.37% hits | response, % at 10 µM; in the data active means response mostly above about 7.3%, no sharp cut-off; inactive means mostly below about 5.4%; further: actives read high; inactives centre near 0; some compounds called inactive have numbers as strong as hits
NSD2 inh – NSD2 (human) methyltransferase inhibition; O96028; NSD2 peptide methylation, AlphaScreen, 120 min; inhibition, % at 12.5 µM; 310,000 compounds, 0.54% hits; in the data active means inhibition above about 50%
RTF Ca sens inh – cardiac RTF calcium desensitization | inhibition, % at 7.15 µM | 340,000 compounds, 0.12% hits | IANBD-labeled cardiac RTF, Ca2+ fluorescence;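 active means inhibition above the mean inhibition of all tested compounds plus 3 SD, cut at about 17% in these data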;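 further: assay run at fixed EC70 calcium of 1.6 mM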
LANA DNA inh – inhibitors of KSHV LANA C-terminal domain DNA binding; 340,000 compounds, 0.078% hits; MBP-C-LANA/FAM-LBS DNA binding, fluorescence polarization; inhibition, % at 9 µM;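 active means highest replicate inhibition at or above 60% at 9 µM, even if other replicates fall short; inactive means all replicates below 60% inhibition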;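 further: 0% = neutral control wells and 100% = 4 µM acridine orange control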
Arrestin-AP2 inh – human beta-arrestin and AP2 interaction inhibition; inhibition, % at 10 µM; FITC-arrestin peptide / GST-AP2 beads, flow cytometry; AP2 beta2 appendage carries R879A mutation; 340,000 compounds, 0.31% hits;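 active means inhibition above a set limit, near 3 SD of compounds lacking own fluorescence, cut at about 54% in these data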;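 further: plate controls were DMSO wells for no effect and 5 µM unlabelled arrestin peptide for full effect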
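Material – GST-tagged AP2 beta2-adaptin appendage (R879A) on 4 µm glutathione beads · Probe or stimulus – fluorescein-tagged arrestin peptide at 50 nM final · Timing – 12 min plus 1 h, RT · Detection – bead flow cytometry, FITC channel · Read-out basis – inhibition as reduced fluorescein signal on beads, percent · Medium – PBS plus Tween 20 (0.05%) and BSA (0.1%)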
DAGLB inh – diacylglycerol lipase beta (human) inhibition | inhibition, % at 5.17 µM | HEK293T DAGLB membrane lysate, EnzChek fluorogenic substrate | 340,000 compounds, 0.059% hits | AID 504411; in the data active means inhibition above about 34%;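 further: 0% = enzyme with vehicle and 100% = wells lacking enzyme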
Target sequence (Q8NCG7 whole entry, looked up): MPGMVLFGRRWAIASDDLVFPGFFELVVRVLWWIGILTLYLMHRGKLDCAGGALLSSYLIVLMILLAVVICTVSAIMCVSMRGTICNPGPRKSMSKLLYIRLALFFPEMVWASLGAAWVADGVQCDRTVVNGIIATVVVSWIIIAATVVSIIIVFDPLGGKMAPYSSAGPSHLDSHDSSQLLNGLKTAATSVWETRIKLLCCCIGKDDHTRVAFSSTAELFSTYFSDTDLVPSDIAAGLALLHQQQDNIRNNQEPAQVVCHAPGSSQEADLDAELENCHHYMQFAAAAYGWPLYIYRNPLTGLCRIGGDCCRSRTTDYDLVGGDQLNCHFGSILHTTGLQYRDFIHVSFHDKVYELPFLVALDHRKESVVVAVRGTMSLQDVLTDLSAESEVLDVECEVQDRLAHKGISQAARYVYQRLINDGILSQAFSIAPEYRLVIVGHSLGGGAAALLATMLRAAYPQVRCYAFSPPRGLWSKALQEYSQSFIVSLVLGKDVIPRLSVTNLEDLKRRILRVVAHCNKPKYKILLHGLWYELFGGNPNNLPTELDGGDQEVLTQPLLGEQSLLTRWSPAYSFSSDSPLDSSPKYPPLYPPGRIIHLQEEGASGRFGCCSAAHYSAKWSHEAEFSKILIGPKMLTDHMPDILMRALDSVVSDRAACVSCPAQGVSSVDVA
CAL PDZ FP-2 – human CAL PDZ-peptide interaction inhibition; AID 504414; inhibition, % at 20 µM; 330,000 compounds, 0.02% hits; purified CAL PDZ, TMR-peptide fluorescence polarization, 1 h; Q9HD26;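 active means highest replicate inhibition of at least 40%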;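 further: plate controls were DMSO neutral control wells for no effect and unlabeled competitor peptide control wells for full effect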
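Material: tagged CAL PDZ protein CerCALP, purified; buffer or medium: sodium phosphate/NaCl buffer pH 7.4 with TCEP, IgG, Thesit; also added: fluorescent TMR peptide probe; schedule: 1 h incubation at room temperature before polarization reading; technique: fluorescence polarization from S- and P-plane intensities, G-factor corrected; control set: unlabelled peptide and DMSO controls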
Keap1 Nrf2 FP – disrupts human Keap1 binding to Nrf2 peptide; 340,000 compounds, 0.15% hits; Q14145; Keap1 Kelch-Nrf2 peptide fluorescence polarization, 1536-well; inhibition, % at 9.4 µM; in the data active means inhibition above about 12%;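 further: human Keap1 Kelch domain with fluorescein labeled Nrf2 9mer peptide probe; 0% = neutral control wells and 100% = peptide positive control; higher means more block of Keap1 binding to Nrf2 peptide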
* hit, by the source's call; / = no result given; & = joins results of further samples; ! = not confirmed by another sample. Some of the compounds tested; count on the stated rates, not on these rows.

No.	Structure	Pemphigus Ab inh	CAL PDZ FP-1	V-ATPase pHluor	NSD2 inh	RTF Ca sens inh	LANA DNA inh	Arrestin-AP2 inh	DAGLB inh	CAL PDZ FP-2	Keap1 Nrf2 FP
1	CCN(CC)c1ccc(N=Cc2c(O)n(Cc3ccccc3)c(=O)[nH]c2=O)cc1	123&159	-4&-4	46*!	15&1	-10&-2	2.1&0.6	-4&-13	0&0	1.1&-4.1	4&0
2	CC1NC(=O)NC(=O)C1Br (stereo not drawn)	116	-1	-2	-2	1	-1.6	1	-3	-0.2	-4
3	Nc1ccc(CCN2CCCC2)cc1	116	0	-5	14	-8	-20	2	0	0.2	0
4	COc1ccc(C2NCc3ccccc3-n3cccc32)cc1 (stereo not drawn)	102	/	-1	/	-5	-0.6	0	-2	-1.1	-3
5	CCCCn1c(O)c(C(C)=Nc2ccc3c(c2)CCC3)c(=O)[nH]c1=O	108	/	1	1	-6	3.2	2	-1	-1.5	2
6	CCCCn1c(O)c(/C=N/N2CCCCC2c2cccnc2)c(=O)[nH]c1=S (stereo not drawn)	96	-1	0	1	-7	0.6	0	3	-2.3	-9
7	CNC(C(=O)c1ccccc1)C(OC(C)=O)c1cccc([N+](=O)[O-])c1 (stereo not drawn)	106	-6	0	4	-9	0.5	1	4	-1.3	-6
8	N#Cc1ccc(OCC(=O)N2CCN(Cc3ccc4c(c3)OCO4)CC2)cc1	115	-5	2	-2	5	-1.6	-76	-1	-0.8	-1
9	Cc1ccc(C(=O)N2CC2C)cc1 (stereo not drawn)	100	0	-5	-4	0	8.8	0	1	0.2	1
10	CCSc1nnc([C@@H](N)Cc2c[nH]c3ccccc23)o1	102	1	-1	0	5	0.1	-3	-1	0.1	-4
11	C[C@]12CCC3C(CC[C@H]4C[C@@H](O)CC[C@]34C)C1CC[C@@H]2N (stereo partly drawn)	112	-4	3	1	0	1.5	5	1	-1.3	-1
12	COC(=O)C1=C(c2ccc(OC)c(OC)c2)C[C@@H]2CC[C@H]1N2C(=O)NC1CC1	89	0	3	/	4	-3.4	3	0	0.2	-1
13	Cc1ccc(-c2nc3ccccc3c(=O)n2-c2cc(C)ccn2)cc1	100	-4	5	-2	-6	-0.6	-4	-1	-0.7	-2
14	CCC(C)N1CCN(C(=O)Cc2ccccc2)CC1 (stereo not drawn)	111	-2	-1	3	5	-0.4	-7	2	-0.6	-8
15	C[N+]1(C)[C@@H]2CC[C@H]1CC(OC(=O)C(CO)c1ccccc1)C2 (stereo partly drawn)	110	0	-1	/	-10	-3.0	-2	2	-0.2	-6
16	O=Cc1cn(Cc2ccccc2F)c2ccccc12	103	-2	2	13	1	1.8	-13	-3	-2.0	-1
17	Cc1cccc(-n2c(O)c(/C=C/C=Nc3ccccc3)c(=O)[nH]c2=O)c1	/	-4	-3	0	-100	-18	-7	-32	-0.7	-122
18	Cc1ccc(S(=O)(=O)N2CCCC(C(=O)N3CCC4(CC3)OCCO4)C2)cc1 (stereo not drawn)	106	1	0	3	2	-0.6	4	-2	-0.6	1
19	O=C(c1cc2ccccc2oc1=O)N1CCC2(CC1)OCCO2	100	6	-3	65*	4	1.6	3	-5	/	0
20	O=C(OC1CCN(CCCl)CC1)C(c1ccccc1)c1ccccc1	101	-4	-4	/	8	1.8	23	0	-0.3	-2

Another view of 13 compounds above.
Below each compound – Pemphigus Ab inh	CAL PDZ FP-1	V-ATPase pHluor	NSD2 inh	RTF Ca sens inh	LANA DNA inh	Arrestin-AP2 inh	DAGLB inh	CAL PDZ FP-2	Keap1 Nrf2 FP
5) CCCCn1c(O)c(C(C)=Nc2ccc3c(c2)CCC3)c(=O)[nH]c1=O
    108	/	1	1	-6	3.2	2	-1	-1.5	2
6) CCCCn1c(O)c(/C=N/N2CCCCC2c2cccnc2)c(=O)[nH]c1=S (stereo not drawn)
    96	-1	0	1	-7	0.6	0	3	-2.3	-9
7) CNC(C(=O)c1ccccc1)C(OC(C)=O)c1cccc([N+](=O)[O-])c1 (stereo not drawn)
    106	-6	0	4	-9	0.5	1	4	-1.3	-6
8) N#Cc1ccc(OCC(=O)N2CCN(Cc3ccc4c(c3)OCO4)CC2)cc1
    115	-5	2	-2	5	-1.6	-76	-1	-0.8	-1
9) Cc1ccc(C(=O)N2CC2C)cc1 (stereo not drawn)
    100	0	-5	-4	0	8.8	0	1	0.2	1
10) CCSc1nnc([C@@H](N)Cc2c[nH]c3ccccc23)o1
    102	1	-1	0	5	0.1	-3	-1	0.1	-4
11) C[C@]12CCC3C(CC[C@H]4C[C@@H](O)CC[C@]34C)C1CC[C@@H]2N (stereo partly drawn)
    112	-4	3	1	0	1.5	5	1	-1.3	-1
12) COC(=O)C1=C(c2ccc(OC)c(OC)c2)C[C@@H]2CC[C@H]1N2C(=O)NC1CC1
    89	0	3	/	4	-3.4	3	0	0.2	-1
13) Cc1ccc(-c2nc3ccccc3c(=O)n2-c2cc(C)ccn2)cc1
    100	-4	5	-2	-6	-0.6	-4	-1	-0.7	-2
14) CCC(C)N1CCN(C(=O)Cc2ccccc2)CC1 (stereo not drawn)
    111	-2	-1	3	5	-0.4	-7	2	-0.6	-8
15) C[N+]1(C)[C@@H]2CC[C@H]1CC(OC(=O)C(CO)c1ccccc1)C2 (stereo partly drawn)
    110	0	-1	/	-10	-3.0	-2	2	-0.2	-6
16) O=Cc1cn(Cc2ccccc2F)c2ccccc12
    103	-2	2	13	1	1.8	-13	-3	-2.0	-1
17) Cc1cccc(-n2c(O)c(/C=C/C=Nc3ccccc3)c(=O)[nH]c2=O)c1
    /	-4	-3	0	-100	-18	-7	-32	-0.7	-122

Next entries
No.	Structure	Pemphigus Ab inh	CAL PDZ FP-1	V-ATPase pHluor	NSD2 inh	RTF Ca sens inh	LANA DNA inh	Arrestin-AP2 inh	DAGLB inh	CAL PDZ FP-2	Keap1 Nrf2 FP
21	CC(Cc1ccccc1)[n+]1cc(/N=C(\N)[O-])on1 (stereo not drawn)	115	4	0	0	4	0.5	27	4	-1.3	-1
22	NC1CCCCC1N=Cc1c(O)n(Cc2ccc(F)cc2)c(=O)[nH]c1=O (stereo not drawn)	98	4	3	2	-22	-3.0	1	9	-0.5	-8
23	O=[N+]([O-])/C=C1\NCCN1Cc1ccc(Cl)nc1	96&94	0&-1	3&2	8&0	-8&-12	-0.1&-0.2	35&-1	1&0	0.0&-2.3	0&-6
24	CC12CC[C@H]3[C@@H](CCC4(O)C[C@H](O)CCC34/C=N/NC(=O)c3ccc(O)cc3)C1(O)CCC2C1=CC(=O)OC1 (stereo partly drawn)	91	8	3	-1	-8	0.4	3	-1	0.1	0
25	C=CC1CN2CCC1CC2C(OC(C)=O)c1ccnc2ccc(OC)cc12 (stereo not drawn)	/	58*	4	/	-4	0.9	9	-3	-0.5	-1
26	O=C(CCCCCn1c(=S)[nH]c2ccccc2c1=O)N1CCC2(CC1)OCCO2	97	-10	-1	1	-5	-0.3	6	-3	-0.3	-5
27	COc1cc2c(c(OC)c1OC)-c1ccc(O)c(=O)cc1[C@@H](NC(C)=O)CC2	100	1	5	/	-9	-0.8	-9	6	-0.2	-2
28	COc1ccc(N2C(=O)NC(=O)/C(=C\c3cn(C)c4ccccc34)C2=O)cc1	103	-1	-17	10	-475	35	-8	-7	0.7	4
29	Cc1cc(C(=O)Nc2ccc3c(c2)OCCO3)nn1C(C)(C)C	/	5	-1	-1	-2	-0.1	9	-5	-1.2	-5
30	O=C1CN=C(c2ccccc2)c2ccccc2N1Cc1ccc(C(F)(F)F)cc1	101	2	-3	-9	2	0.0	24	-3	-0.1	-1
31	Cc1ccc(Cn2nnnc2CN2CCC(n3nnc4cc(C(F)(F)F)ccc43)CC2)cc1	/	0	5	2	-4	0.1	-5	-1	-0.6	4
32	Cc1ccc(CS(=O)(=O)Cc2ccc(C(=O)N3CCC4(CC3)OCCO4)o2)cc1	98	-2	1	-1	-5	1.0	4	0	-2.6	0
33	CC1C(=O)OC2CCN3CC=C(COC(=O)C(C)(O)C1(C)O)C23 (stereo not drawn)	99	56*	1	/	-1	0.4	-5	1	-0.4	-4
34	CC(=O)Nc1nc(CCl)cs1	96	3	-1	3	-2	0.0	45	0	-0.5	-5
35	COc1cc(OC)c(OC)cc1/C=C1/C(=O)NC(=O)N(Cc2ccccc2)C1=O	113	/	3	13	-1	30	17	5	0.5	-2
36	N#Cc1ccc(N2CCNCC2)c(F)c1	104	3	-7	5	-22	-1.4	-4	-3	-0.1	-2
37	O=C(Oc1ccc([N+](=O)[O-])cc1)N1CCC(N2CCCCC2)CC1	108	1	0	/	-6	0.4	-5	-1	-0.8	-8
38	N#CC1(c2ccccc2)CCN(C2CC(=O)N(c3cccc(F)c3)C2=O)CC1 (stereo not drawn)	98	1	-1	-1	1	-1.1	42	-3	-2.1	1
39	N#CC(C#N)=Cc1cccnc1	99	0	1	/	-1	-0.6	0	0	-5.3	-2
40	CC1CCN(CCc2nc3ccccc3[nH]2)CC1	89	-5	-2	-1	-9	-0.8	6	2	-0.3	-3
41	CCOP(=O)(OCC)C(O)c1ccc(N(C)C)cc1 (stereo not drawn)	/	30*	-3	-1	1	-0.7	-10	-2	-0.7	-4
42	CCN(CC)c1ccc(/C=C2\C(=O)NC(=O)N(Cc3ccco3)C2=O)cc1	165	-2	-1	40	-10	1.8	-9	4	-2.7	-4
43	Cc1ccc(C(C)C)c(OCC(=O)N2CCN(Cc3nc4cc([N+](=O)[O-])ccc4n3C)CC2)c1	85	2	0	-1	0	-1.0	-3	0	-2.9	0
44	CN1CCN(Cc2ccc(OC(F)(F)F)cc2)CC1	100	-4	2	14	-2	-0.3	-2	2	-5.6	-5
45	O=C(CCCc1ccccc1)NCCc1cnc[nH]1	100	0	1	0	-2	-1.1	7	0	-0.3	-1
46	C[C@]12CCC3C(CC[C@H]4C[C@H](O)CC[C@]34C)C1[C@@H](O)C[C@@H]2O (stereo partly drawn)	117	-4	1	0	6	-0.5	6	0	0.0	-2
47	O=C1CN=C(c2ccccc2)c2cc(Br)ccc2N1	112	-2	-4	-1	-6	-0.8	-2	0	0.3	1
48	CCOP(=S)(OCC)N1CCOCCOCCN(P(=S)(OCC)OCC)CCOCCOCC1	96	/	-1	-8	-10	-0.4	-10	-9	-0.4	-1
49	COc1ccc2[nH]c(C)c(CCNCc3cn(C)c4ccccc34)c2c1	99	-1	5	39	-1	1.1	-9	1	-0.3	-2

Bioassay records (PubChem)
